Source: PubChem
EPAC1 agonist = agonists of human EPAC1 | O95398 | EPAC1 agonist qHTS, biochemical assay; response scale: 100% = response to 6.5 mM cAMP | Potency, µM (series often up to 154 µM), for inactives: at the top dose activation, usual class: activators | hit rate 0.073% among 360,000 | AID 720707; also: potency is read from the fitted curve at half-maximal effect; nearly all actives have a fitted effect of over 60% in size
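Normalized to 6.5 mM cAMP, activity reflects EPAC1-catalysed release of BODIPY-GDP from Rap1B, followed kinetically over 30 min at 480 nm excitation, 540 nm emission. Reaction contained 100 nM EPAC1, 250 nM Rap1B-BODIPY-GDP, 50 uM GDP.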
EPAC1 antagonist = blocks human EPAC1 exchange factor; O95398; EPAC1 GEF assay, Rap1b-BODIPY-GDP exchange fluorescence; Potency, µM (top dose mostly 115 µM), for the others: at the highest dose activity change, negative = inhibition, actives largely listed as inhibitors; hit rate 0.14% among 360,000;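 also: potency is read from the fitted curve at half-maximal effect; plate controls were vehicle for no effect and positive control for full effect; nearly all actives have a fitted effect of over 50% in size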
GLP-1R inv ag = acts as inverse agonist at human GLP-1 receptor; P43220; hit rate 1.6% among 410,000; Potency, µM (titrated, usually from 38.3 µM), without a hit: at the highest dose activity change, negative = inhibition, actives largely listed as inhibitors; HEK293 GLP-1R CRE-luciferase, luminescence, 24 h; GLP-1R form is constitutively active; also: potency is read from the fitted curve at half-maximal effect; % is scaled to controls: 0 for no effect and ±100 for the full control effect; nearly all actives have a fitted effect of over 55% in size
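Readout was luciferase luminescence, measured 12 min after detection reagent at room temperature. Beforehand, GLP-1R reporter HEK293 cells had sat 12 h, then received compounds for 24 hr at 37 deg C.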
PTHR1 agonist = activates the human parathyroid hormone receptor PTHR1; HEK293 GP2 PTHR1 cells, GloSensor cAMP luminescence, 1 h; Potency, µM (doses to about 115 µM), without a hit: at the highest dose activation, hits mostly activators; hit rate 0.075% among 410,000; AID 743266; also: potency is read from the fitted curve at half-maximal effect; nearly all actives have a fitted effect of over 55% in size; some results filed as inactive show a strong effect at the top dose; inactives centre near -15; many of its hits are not listed in these tables
Target sequence (Q03431 whole entry, looked up): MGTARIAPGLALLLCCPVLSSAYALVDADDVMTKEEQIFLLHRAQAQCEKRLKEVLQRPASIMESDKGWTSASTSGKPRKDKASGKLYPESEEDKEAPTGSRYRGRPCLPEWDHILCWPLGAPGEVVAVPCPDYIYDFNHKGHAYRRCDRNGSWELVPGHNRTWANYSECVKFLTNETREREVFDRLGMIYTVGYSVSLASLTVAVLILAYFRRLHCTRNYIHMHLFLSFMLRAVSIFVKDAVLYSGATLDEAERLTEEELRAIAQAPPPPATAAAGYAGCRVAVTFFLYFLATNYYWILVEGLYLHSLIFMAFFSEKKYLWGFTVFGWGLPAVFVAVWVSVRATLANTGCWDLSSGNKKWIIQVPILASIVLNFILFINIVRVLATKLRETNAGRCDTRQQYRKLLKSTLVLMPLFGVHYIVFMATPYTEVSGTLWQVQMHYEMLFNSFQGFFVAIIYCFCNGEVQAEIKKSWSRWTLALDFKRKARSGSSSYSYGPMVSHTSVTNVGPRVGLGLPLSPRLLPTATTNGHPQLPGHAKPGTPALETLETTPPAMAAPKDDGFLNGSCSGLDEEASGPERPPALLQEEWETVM
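HEK-293-derived GP2 cells expressing PTHR1 and a GloSensor cAMP reporter, 3,000/well, plated overnight, given luciferin plus IBMX (each 0.5 mM as added) for 1 h at 37 °C, then compound for 1 h at 37 °C. Luminescence was read after 15 min at room temperature.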
IL2 activator = IL-2 activation. activation, % (series mostly up to about 46 µM). IL-2 activation reporter assay, cell-based qHTS; stimulated with anti-CD3/CD4/CD28 beads; in transgenic mouse T cells. hit rate 0.065% among 360,000. AID 652025; in the data active = activation above about 50%; inconclusive = mostly about 30% to 49%; also: 0% is about no effect
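Unstimulated transgenic mouse T cells; 60-min compound exposure; bead-based TCR/CD4/CD28 stimulation; 18 h culture, 37 degrees C; dual fluorescence (EGFP, DsRed) plate cytometry.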
HEK293 tox = cytotoxicity counter-screen for GLP-1 receptor inverse agonists. Potency, µM (series often up to 38.3 µM), inactives show at the highest dose activity change, negative = inhibition, usual class: inhibitors. hit rate 0.13% among 410,000. HEK293 cAMP-luciferase reporter cells, luminescence, 24 h;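 also: loss of luciferase light is scored as toxicity; potency is read from the fitted curve at half-maximal effect; % is scaled to controls: 0 for no effect and ±100 for the full control effect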
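MLSMR compounds, 24 hr on cells at 37 deg C/5% CO2; luminescence after luciferase reagent (12 min RT). Inhibition counted as the undesired cytotoxic outcome.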
GLP-1R agonist = agonists of human GLP-1 receptor; AID 624172; Potency, µM (highest dose often 45.6 µM), without a hit: at the top dose activation, actives largely listed as activators; HEK293 GLP-1R CRE-luciferase, luminescence, 4-6 h; cells express a hypersensitive GLP-1R form; hit rate 0.007% among 380,000; also: potency is read from the fitted curve at half-maximal effect; % of control where 0% means no effect
PLK1 PBD block = PLK1 (human) polo-box domain binding inhibition; P53350; Plk1 PBD binding of FITC phosphopeptide, fluorescence polarization; Potency, µM, for inactives: max response, negative = inhibition, actives largely listed as inhibitors; hit rate 2.8% among 360,000; AID 720504; also: potency is read from the fitted curve at half-maximal effect; series mostly up to about 57 µM; % is scaled to controls: 0 for no effect and ±100 for the full control effect; nearly all actives have a fitted effect of over 65% in size
PI5P4K alpha inh = inhibitors of human PI5P4K alpha; P48426; PI5P4Kalpha enzyme, ADP-Glo luminescence, 60 min; active compounds read low; max response, %; hit rate 1.2% among 330,000; AID 652105; active = max response of -50% or lower; inconclusive = between -30% and -50%; inactive = -30% or higher; also: value at the top dose of about 77 µM; % is scaled to controls: 0 for no effect and ±100 for the full control effect
Target sequence (P48426 whole entry, looked up): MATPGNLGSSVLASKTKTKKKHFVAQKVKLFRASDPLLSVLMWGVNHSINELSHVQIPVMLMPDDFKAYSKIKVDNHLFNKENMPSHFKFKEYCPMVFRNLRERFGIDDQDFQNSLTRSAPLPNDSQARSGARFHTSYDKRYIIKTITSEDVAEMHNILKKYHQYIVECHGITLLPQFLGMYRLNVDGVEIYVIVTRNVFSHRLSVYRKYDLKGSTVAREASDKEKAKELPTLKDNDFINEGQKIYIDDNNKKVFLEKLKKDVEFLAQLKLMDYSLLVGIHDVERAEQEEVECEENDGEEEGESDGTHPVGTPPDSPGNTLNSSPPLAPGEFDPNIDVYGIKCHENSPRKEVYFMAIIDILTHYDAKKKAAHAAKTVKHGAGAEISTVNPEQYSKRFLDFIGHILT
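Human PI5P4Kalpha with substrate in 0.038 M HEPES pH 7.4, 0.28 mM EGTA, 0.1% CHAPS, 5% DMSO; reaction started with 5 microM ATP (final), 60 min at room temperature. ADP formed read by ADP-Glo luminescence.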
Numbers without * were called inactive; i = inactive; ? = inconclusive; . = not tested or not shown; & = joins results of further samples; [ ] = another dose, or the depositor's remark. Unless noted, calls follow the shape of the dose curve; as a rule, active = well fitted curve in the direction sought with a large enough effect; inconclusive = small, poorly fitted or top-dose-only effect, or another doubt; inactive = no such curve, though single readings can be large; an effect the other way counts as inactive or inconclusive.

SMILES	EPAC1 agonist	EPAC1 antagonist	GLP-1R inv ag	PTHR1 agonist	IL2 activator	HEK293 tox	GLP-1R agonist	PLK1 PBD block	PI5P4K alpha inh
CC(C)OC(=O)C(C)(C)Oc1ccc(C(=O)c2ccc(Cl)cc2)cc1	-24%	2%	-22%	-2%	1.2	-2%	6%&5%	-4%	6
CC(=O)Nc1ccc(S(=O)(=O)N2CCCC(C(=O)O)C2)cc1 (configuration not stated)	-11%	4%	10%	i	1.1	23%	2%	3%	3
CCOC(=O)/C(C(N)=NCC(C)C)=C(/O)c1ccccc1	-5%	-20%	?	i	1.6	17%	?	-4%	8
O=C1OC(Nc2ccc(Br)cc2F)c2ccccc21 (configuration not stated)	5%	6%	0%	-15%[57.5 µM]	-2.1	8%	-5%	-16%	.
CN1CCN(C(=O)c2ccc3c(c2)N(Cc2cccc(Cl)c2)C(=O)c2ccccc2S3(=O)=O)CC1	-9%	7%	-10%&3%	-19%	-4.4	8%&5%	0%	27µM*	14
O=C(Nc1cccc(S(=O)(=O)N2CCOCC2)c1)c1ccccc1[N+](=O)[O-]	1%	3%	4%	i	1.6	1%	4%	3%	1
Cc1cc(NS(=O)(=O)c2ccc(NC(=O)/C=C/c3c(F)cccc3Cl)cc2)no1	27%	-29%	38%[activator]	-20%	0.3	-9%	-2%	-20%	-14
COc1ccccc1/C=N/NC(=O)c1ccc(Cn2nc([N+](=O)[O-])cc2C)cc1	1%	-1%	23%	-4%	-0.4	-4%	-9%	-1%	-11
CCN(CC)CCNC(=O)C(C)c1nn(CC)c(=O)c2ccccc12 (configuration not stated)	10%	-10%	-7%	-16%[57.5 µM]	-1.7	-11%	-7%	1%	.
CC(Oc1ccc(Cl)cc1Cl)C(=O)NNC(=O)c1cccnc1 (configuration not stated)	-8%	11%	?	-2%	-4.2	-1%	4%	1%	-7

A different layout for part of the listing above.
Every second line gives: EPAC1 agonist	EPAC1 antagonist	GLP-1R inv ag	PTHR1 agonist	IL2 activator	HEK293 tox	GLP-1R agonist	PLK1 PBD block	PI5P4K alpha inh
CCN(CC)CCNC(=O)C(C)c1nn(CC)c(=O)c2ccccc12 (configuration not stated)
  10%	-10%	-7%	-16%[57.5 µM]	-1.7	-11%	-7%	1%	.
O=C1OC(Nc2ccc(Br)cc2F)c2ccccc21 (configuration not stated)
  5%	6%	0%	-15%[57.5 µM]	-2.1	8%	-5%	-16%	.
COc1ccccc1/C=N/NC(=O)c1ccc(Cn2nc([N+](=O)[O-])cc2C)cc1
  1%	-1%	23%	-4%	-0.4	-4%	-9%	-1%	-11
CCOC(=O)/C(C(N)=NCC(C)C)=C(/O)c1ccccc1
  -5%	-20%	?	i	1.6	17%	?	-4%	8

The listing continues.
SMILES	EPAC1 agonist	EPAC1 antagonist	GLP-1R inv ag	PTHR1 agonist	IL2 activator	HEK293 tox	GLP-1R agonist	PLK1 PBD block	PI5P4K alpha inh
CCCCN(CC)CCNC(=S)Nc1ccc2nc(N3CCN(C)CC3)cc(C)c2c1	1%	-21%	?	i	-3.5	?	32%	-25%	-11
O=C(c1ccc(CS(=O)c2ccccc2Cl)o1)N1CCN(c2ccccn2)CC1 (configuration not stated)	-11%	-14%	?	-17%	-0.6	?	1%	-4%	3
CC(C)(C)C1CCc2onc(C(=O)Nc3cccnc3)c2C1 (configuration not stated)	9%	-15%	54%[activator]	-24%[57.5 µM]	-2.6	5%	34%	-15%	.
CCOC(=O)C1=C(CP(=O)(c2ccccc2)c2ccccc2)NC(=O)NC1c1ccc(Cl)cc1 (configuration not stated)	-23%	-12%	-6%	-9%	-1.2	-11%	1%	1%	4
O=C(CSc1nncs1)Nc1ccc2c(c1)OCO2	2%	-8%	12%	-2%	1.1	3%	18%	-7%	-14
CN(C)S(=O)(=O)c1cccc(C(=O)Nc2ccccc2N2CCCCC2)c1	15%	0%	?	-33%[inhibitor]	-3.9	6%	?	5%	20
COc1ccc(C2N=C(N)N=C(N)N2c2ccccc2OC)cc1OC (configuration not stated)	2%	-1%	0%	-11%	0.0	2%	-6%	-2%	.
CSc1nnc(-c2cc3c(-c4ccccc4)nn(C)c3s2)n1C	-2%	9%	19%	i	-0.9	-11%	0%	-19%	3
Cc1ccc2c(c1)N(C(=O)CCC(=O)NCCCN1CCOCC1)CCO2	-3%	1%	9%	i	-0.8	1%	4%	-11%	2
COc1ccc(Cl)cc1NC(=O)N1CCN(S(C)(=O)=O)CC1	10%	0%	24%	i	-1.4	4%	1%	-3%	4
O=C(C1=C[C@H](c2ccc(C(F)(F)F)cc2)C[C@H](OCc2ccc(CO)cc2)O1)N1CCN(Cc2ccc3c(c2)OCO3)CC1	-11%	-12%	10µM*	-13%	-0.6	-11%	-1%	0%	23
COc1cc2c(cc1OC)C(Cc1ccc(O)cc1)NCC2 (configuration not stated)	4%	-5%	-4%	-3%	0.1	-2%	0%	0%	5
CCN(CC)C(=O)c1[nH]cnc1C(=O)NCCCCCNC(=O)OC(C)(C)C	5%	17%	19%	i	-0.2	4%	1%	-6%	1
COn1c(SCc2cccnc2)nc2ccccc2c1=O	-2%	9%	12%	i	1.1	-20%	5%	1%	-2
CC1(C)Cc2c(sc3nc(-c4ccccc4Cl)n(N)c(=O)c23)CO1	0%	-2%	?	-2%[57.5 µM]	-0.3	-6%	0%	-4%	11
O=C(NC(=S)Nc1nc(-c2ccc([N+](=O)[O-])cc2)cs1)c1ccco1	-6%	3%	12%	-3%	0.3	8%	-11%	-23%	-30
COc1ccc(NC(=O)Cn2c(=O)cc(C)c3c(C)nn(C)c32)cc1	.	.	10%	-44%[inhibitor]	.	-3%	0%	.	.
CC(C)(C)n1nnnc1C(c1ccncc1)N(Cc1ccccc1)Cc1ccco1 (configuration not stated)	-2%	-1%	-12%	i	-0.9	-12%	-3%	-8%	-13
CNc1ncnc2c1ncn2[C@H]1CN(C2CCCC2)C[C@@H](CO)O1	-1%	-4%	-11%	i	0.0	-3%	8%	-3%	1
CCOC(=O)C1=CN(Cc2cccc(F)c2)S(=O)(=O)N(CC)C1CCc1ccccc1 (configuration not stated)	-3%	-6%	?	-12%	-0.3	3%	11%	-9%	18
CCC(C)c1ccc(NC(=O)NCc2cccnc2)cc1 (configuration not stated)	-7%	-1%	?	-20%	0.2	-24%	0%	-1%	-2
Cc1ccc(NC(=O)/C=C\C(=O)O)c([N+](=O)[O-])c1	4%	2%	3%	i	-1.0	8%	0%	8%	-6
Cc1ccc(-n2c(SCC(=O)N3Cc4ccccc4CC3C(=O)O)nnc2-c2cccnc2)c(C)c1 (configuration not stated)	5%	8%	-3%	i	0.3	-11%	-1%	-2%	-2
O=S1(=O)CC(N2CCN(Cc3ccccc3F)CC2)CN1Cc1cn(Cc2cccc(Cl)c2)nn1 (configuration not stated)	7%	-7%	-2%	-65%[inhibitor]	-0.7	-9%	-5%	-8%	4
Cc1nnc(NCc2cccc(Cl)c2)c2ccccc12	7%	-3%	-8%	-9%	2.1	13%	8%	-4%	-28
C/C(=N\NC(=O)c1c(Cl)c(C)nn1C)c1ccc(NC(=O)COc2ccc(Cl)cc2C)cc1	10%	5%	-11%	-15%[57.5 µM]	0.1	-19%	-1%	-3%	1
CN1C(=O)N(CC(=O)N2CCN(S(=O)(=O)/C=C/c3ccccc3)CC2)C(=O)C12CCCCC2	-3%	7%	-4%	-30%	-0.6	-3%	3%	0%	-5
Cc1ccc(NC(=O)c2oc3ccccc3c2NC(=O)c2ccc3c(c2)OCO3)cc1	2%	9%	0%	i	1.7	-10%	-3%	4%	.
CCn1c(SCC(=O)Nc2sc(C)c(C)c2C#N)nnc1C(C)C	-2%	12%	-29%	i	-2.6	-15%	7%	-6%	-3
O=C(C1CCCCC1)N1C[C@H](O)[C@@H](n2cc(C3CC3)nn2)C[C@@H]1c1ccccc1	-7%	16%	11%	-20%	-1.3	-12%	4%	0%	-2
CCC(C)(C)NC(=O)c1cc(S(=O)(=O)N2CCc3ccccc32)cn1C	-17%	-11%	?	-28%	-3.1	1%	0%	-7%	2
COc1cccc2[nH]c3c(N4CCCC(C)C4)ncnc3c12 (configuration not stated)	-11%	-12%	?	i	-0.2	-24%	9%	1%	-10
Cc1cc(C(=O)N2CCCCCC2)cs1	1%	1%	0%	i	-1.7	1%	7%	-7%	.
Cc1ccc(S(=O)(=O)N(C)c2ccc(C(=O)Nc3c(C)n(C)n(-c4ccccc4)c3=O)cc2)cc1	-1%	10%	-3%	-9%	0.6	-17%	1%	6%	-6
CCCN(C(=O)Cc1csc(-c2ccccc2)n1)C1CCS(=O)(=O)C1 (configuration not stated)	1%	-4%	-3%	i	-4.3	-1%	-3%	-8%	-16
CC1CCN(C(=O)C2CCCN2S(=O)(=O)c2ccc(Cl)cc2)CC1 (configuration not stated)	1%	5%	-6%	i	-3.6	-5%	0%	-2%	7
Nc1nonc1-n1nncc1-c1ccccc1	7%	6%	17%	-24%	0.4	-18%	8%	-5%	-10
COc1ccc(C2/C(=C(\O)c3ccc4c(c3)OCCO4)C(=O)C(=O)N2CCCN(C)C)c(OC)c1 (configuration not stated)	3%	12%	6%	-33%[inhibitor]	-1.7	-1%	0%	-29%	-4
CC(C)CC(=O)N1CCN(S(=O)(=O)c2ccccc2)CC1	-10%	10%	50%[activator]	i	-0.6	8%	-8%	-1%	0
O=C(Nc1cc(Cl)ccc1N1CCOCC1)c1ccc(N2CCCC2=O)cc1	6%	6%	36%[activator]	-28%	-2.7	8%	10%	-1%	3
Cc1nc(-c2ccc3c(c2)OCCO3)cs1	5%	6%	17%	-7%	0.5	-6%	4%	30µM*	7
CCC(=O)Nc1cc(C(=O)OCC(=O)c2ccccc2Cl)ccc1C	3%	6%	0%	-34%	-0.7	6%	0%	-6%	-19
CCCCc1ccc(S(=O)(=O)N/N=C(/C)c2ccncc2)cc1	-17%	-13%	-9%	-15%	2.8	4%	-18%	?	-10
CC(C)CNC(=O)C1(C)CCCN1C(=O)CSc1ccccc1 (configuration not stated)	6%	-3%	-2%	-23%	-0.3	4%	5%	-9%	-3

Not all compounds are listed (hit frequency here may not be typical).
